L major viab = reduces viability of Leishmania major promastigotes. resazurin fluorescence viability. inhibition, % at 10 µM. actives 9% (n = 200,000). AID 1063; in the data active means inhibition above about 50%;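 further: promastigotes grown with compound for 44 hours at 28 °C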
HMGR II inh = inhibitors of class II HMG-CoA reductase from Enterococcus faecalis | actives 0.41% (n = 190,000) | inhibition, % at 10 µM | AID 1066 | purified E. faecalis HMGR, NADPH absorbance 340 nm kinetic;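 active means inhibition above a set limit, the median over all tested compounds plus 3 SD, cut at about 9.5% in these data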;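 further: enzyme runs in reverse so mevalonate oxidation gives rising NADPH absorbance; 0% = complete reaction with DMSO and 100% = background rate lacking mevalonate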
PMI act = phosphomannose isomerase (human) activation; AID 1214; actives 0.005% (n = 190,000); purified human PMI, coupled resazurin fluorescence, 20 min; stronger effect = higher value; 1 = vehicle control, 0 substrate-free wells; activation factor at 20 µM;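 active means activation factor of 2 or more at 20 µM, relative to plate controls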
Target sequence (P34949 whole entry, looked up): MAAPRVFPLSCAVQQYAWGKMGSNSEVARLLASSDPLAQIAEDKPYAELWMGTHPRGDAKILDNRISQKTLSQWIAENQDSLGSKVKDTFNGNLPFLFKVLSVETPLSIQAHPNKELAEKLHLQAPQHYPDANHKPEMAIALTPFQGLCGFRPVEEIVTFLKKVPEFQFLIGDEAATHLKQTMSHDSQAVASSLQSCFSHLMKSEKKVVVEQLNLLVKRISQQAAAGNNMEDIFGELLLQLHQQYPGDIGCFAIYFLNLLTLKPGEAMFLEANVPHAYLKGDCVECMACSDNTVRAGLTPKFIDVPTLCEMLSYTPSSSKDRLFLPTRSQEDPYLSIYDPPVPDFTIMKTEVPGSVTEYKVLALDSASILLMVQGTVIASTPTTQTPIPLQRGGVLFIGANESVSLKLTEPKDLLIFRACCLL
TNAP inh hi DEA = blocks human TNAP under high phosphate acceptor concentration; inhibition, % at 20 µM; AID 1135; actives 0.03% (n = 200,000); purified TNAP, CDP-star luminescence, 1 M DEA;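 active means over 50% inhibition of tissue-nonspecific alkaline phosphatase at 20 µM in the single-dose screen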;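 further: plate controls were DMSO wells for no effect and EDTA-quenched wells as full inhibition for full effect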
TNAP inh no acc = blocks human TNAP activity with no phosphate acceptor present. inhibition, % at 20 µM. actives 0.26% (n = 200,000). purified TNAP, CDP-star luminescence, 30 min. P05186;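 active means tissue-nonspecific alkaline phosphatase inhibition above about 50% at 20 µM in the single-dose screen, limit read from the data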;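 further: 0% = DMSO negative control and 100% = EDTA positive control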
Hsp70 act = Hsp70 transcriptional activation, primary screen; HeLa Hsp70 promoter luciferase reporter, luminescence; scaled: vehicle 0, proteasome-inhibitor control 100%; activation, % at 10 µM; actives 0.04% (n = 200,000); AID 1203;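 active means activation above the mean across all tested compounds plus 3 SD, cutoff set per campaign, cut at about 5.5% in these data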;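 further: 100% = MG132 at 30 µM as the positive control and 0% = DMSO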
RAM inhibit = blocks the yeast RAM network. actives 1.8% (n = 190,000). inhibition, % at 50 µM. S. cerevisiae dse1pr::URA3 reporter, 5-FOA growth OD615, 2 d; analog-sensitive cbk1-as2 kinase mutant strain;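 active means inhibition above a set limit, 3 SD over mean compound inhibition, cut at about 8.4% in these data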;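 further: 0% = DMSO-only wells with no growth and 100% = 10 µM 1-NA-PP1 full growth; inhibition rescues growth on 5-FOA so higher OD means more RAM inhibition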
PMI act hi M6P = PMI (human) activation, high substrate; activation factor at 20 µM; actives 0.34% (n = 190,000); P34949; coupled PMI enzyme assay, resazurin fluorescence, 20 min; stronger effect = higher value; 1 = untreated enzyme, 0 = substrate-free blank;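 active means activation factor of 2 or more at 20 µM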
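Test system: human phosphomannose isomerase with PGI, G6PDH, diaphorase coupling enzymes / Doses: 20 µM compound, 1% DMSO / Times: enzyme reaction with compound 20 min at room temperature / Measured by: Diaphorase-driven resazurin-to-resorufin fluorescence, excitation 544, emission 590 nm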
S1P3 antag = S1P3 (human) receptor antagonism | Q99500 | CHO S1P3 NFAT-BLA reporter, FRET fluorescence, antagonist mode | inhibition, % at 4.98 µM | actives 0.27% (n = 170,000) | AID 485;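 active means inhibition above the plate cutoff, the mean inhibition of test wells on that plate plus 3 SD, cut at about 28% in these data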;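 further: cells challenged with S1P at its EC80 of 0.8 µM; blue over green emission ratio from cleaved BLA substrate after 4 h stimulation; 0% = S1P-stimulated wells and 100% = unstimulated DMSO-only wells; some compounds past the cut are filed as inactive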
Target sequence (Q99500 whole entry, looked up): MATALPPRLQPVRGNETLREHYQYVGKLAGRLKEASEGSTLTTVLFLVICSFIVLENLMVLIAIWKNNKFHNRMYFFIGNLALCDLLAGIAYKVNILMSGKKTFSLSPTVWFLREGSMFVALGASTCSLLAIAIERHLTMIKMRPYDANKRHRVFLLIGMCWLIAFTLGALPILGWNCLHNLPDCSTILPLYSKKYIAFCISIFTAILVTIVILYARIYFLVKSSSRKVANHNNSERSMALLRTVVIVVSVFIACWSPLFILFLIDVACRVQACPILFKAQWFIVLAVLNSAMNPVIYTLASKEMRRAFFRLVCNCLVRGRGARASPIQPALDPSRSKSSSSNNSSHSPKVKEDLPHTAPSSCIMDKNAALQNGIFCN
Redox H2O2 prof = compounds producing H2O2 with reducing agent – biochemical, NIH compound library profiling, artefact control for MLSCN library redox annotation, primary screen; activation, % at 10 µM; actives 0.03% (n = 200,000); DTT-dependent redox cycling H2O2, phenol red/HRP absorbance; 100% = 100 µM peroxide control, 0% = buffer;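 active means activation of at least 50% relative to the plate's high and low controls in the primary single-dose screen; inactive means activation below 50%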;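 further: compound incubated with DTT at 0.8 mM final as the reducing agent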
The depositor's hits bear a star; · = no result given.

Order of values: RAM inhibit	PMI act	S1P3 antag	Hsp70 act	TNAP inh no acc	L major viab	PMI act hi M6P	Redox H2O2 prof	HMGR II inh	TNAP inh hi DEA
Cc1cc(C)cc(N(C(C)C(=O)N2CCOCC2)S(C)(=O)=O)c1 (stereo unspecified)
 : -1.0	1	-31	-0.4	-4	3	1.1	-0.8	-5	-5
Cc1ncc(CO)c2cc(C(N)=O)c(=Nc3ccccc3)oc12
 : 1.2	0.9	-2	-0.3	-6	12	1	2.0	0	-6
CC(=O)Nc1ccc(SCC(=O)OCC(=O)NC(=O)NCCC(C)C)cc1
 : 0.3	1.1	-13	-0.1	-12	-4	1.1	-0.2	1	-3
CCOC(=O)/C(=N\Nc1ccc(Cl)cc1)Sc1nnc(-c2ccc(OC)cc2)n1C
 : 0.0	0.9	-6	-0.5	4	0	1	-0.6	-3	3
CC(C)OCCCNc1ncnc2c1[nH]c1ccc(F)cc12
 : 1.5	1	26	0.4	-11	36	1	2.0	-1	-2
O=C(Nc1ccn(Cc2ccccc2F)n1)c1ccc(COc2cccc(Br)c2)cc1
 : 11*	0.8	·	-0.3	2	12	0.7	-17	-6	-10
COCCNC(=O)C(c1cccc(OC)c1)N(Cc1cccs1)C(=O)Cn1nnc2ccccc21 (stereo unspecified)
 : 8.6*	1	-11	-0.4	-9	-2	1	-0.2	-4	0
O=C(COC(=O)c1cncc(Br)c1)NCc1ccc(F)cc1
 : 1.1	1	-2	-0.1	-9	-6	0.9	-1.9	-4	-5
Cc1ccc(CN(C)C(=O)C2CCCN2C(=O)c2cccs2)o1 (stereo unspecified)
 : 0.2	1	·	-0.2	-6	-6	0.9	-0.3	-1	-7
CCOC(=O)N1CCC2(CC1)C(C#N)=C(N)Oc1c2c(C)nn1-c1cccc(Cl)c1
 : 3.7	1.5	4	-0.2	-6	-4	2*	3.7	2	-4
CCS(=O)(=O)c1ccc2oc(SCC(=O)Nc3ccc(OC)cc3OC)nc2c1
 : -0.5	0.9	-3	-0.2	-10	-4	0.9	-2.1	-8	-5
COc1ccccc1CN1CCN(C(=O)c2ccncc2)CC1
 : -0.5	1	·	0.1	-17	-3	1	0.4	-9	-6
CCOc1ccc(OCc2ccc(C(=O)N(CC)CC)cc2)cc1
 : 1.4	1	-14	-0.1	-1	7	1	0.3	-2	0
O=C(Nc1nc(-c2ccc(Cl)s2)cs1)c1cccs1
 : 4.3	1.2	19	-0.1	-8	7	1	0.4	-3	-7
CC(=O)Nc1ccc(OCC(=O)NCCc2ccc(Cl)cc2)cc1
 : 0.0	0.9	-4	-0.3	-8	-1	1.1	-0.4	-8	-2
CCN1CCN(S(=O)(=O)c2ccc(Cl)c(C(=O)Nc3nnc(CC(C)C)s3)c2)CC1
 : 0.3	1.1	·	-0.6	-1	-10	1	1.8	-4	-6
CNC(=O)/C(C#N)=C/c1ccc(-c2ccccc2[N+](=O)[O-])o1
 : 4.4	0.7	-4	-0.3	4	-1	0.4	0.1	-2	6
CN(/N=C/c1cccnc1)c1cnc2ccccc2n1
 : 3.0	1	10	-0.3	-15	9	0.9	0.3	-4	-6
Cc1c(C(=O)N2CCC(C)CC2)sc2ncnc(N(C)c3ccccc3)c12
 : -0.4	0.9	·	-0.3	-3	13	0.9	-4.7	1	-1
CS(=O)(=O)N(CC(=O)N1CCCCC1)Cc1ccc(Cl)cc1
 : 0.4	0.9	-7	0.0	-10	38	1	-0.7	-6	-4
Cc1cc(C)c2sc(NNC(=O)c3ccc(S(=O)(=O)N4CCc5ccccc5C4)cc3)nc2c1
 : 3.6	1	13	-0.2	-15	99*	1	1.3	-4	2
CCOC(=O)C1C(c2cccc(F)c2)NC(=S)NC1(O)C(F)(F)F (stereo unspecified)
 : -0.3	1.2	-7	0.0	-15	-4	1.3	-0.2	-3	2
O=C(O)c1ccc(S(=O)(=O)c2ccc3c(c2)C(=O)N(Cc2ccco2)C3=O)cc1
 : 0.3	1.1	106*	-0.4	-2	-8	1.2	2.3	-1	-6
CC1CN(CCOc2ccc(Cl)cc2Cl)CC(C)O1 (stereo unspecified)
 : 1.1	1.1	3	-0.2	-5	40	1.1	0.2	1	-2
COCc1cc(C)nc2sc(C(=O)OC(C)C)c(N)c12
 : 0.7	1	-37	0.2	-19	9	1	0.7	-5	-9
O=C1C(Cl)=C(N2CCOCC2)C(=O)N1c1ccccc1Cl
 : -1.4	0.9	-13	-0.2	-14	-9	0.9	-0.7	-2	-5
COCCNC(=S)N1CCc2cc(OC)c(OC)cc2C1COc1cc(C)cc(C)c1 (stereo unspecified)
 : 3.7	0.9	-14	-0.4	-15	26	1	1.3	-9	-6
COCCNC(=O)Cn1nc(-c2ccccc2OC)ccc1=O
 : 0.9	1	-3	-0.1	-13	-1	1	2.1	-2	-6
COC(=O)CCc1sc(Nc2ccccc2)nc1-c1ccc(OC)cc1
 : -0.4	1	-9	0.0	-5	1	1.1	0.3	3	-5
Cc1ccc(-c2ccc(S(=O)(=O)N3CCCC3)cc2)cc1
 : 1.7	1	-16	0.0	-12	2	1.1	0.6	5	-3
COc1ccc(N2C(=O)CCC2(C#N)c2ccc(Br)cc2)cc1 (stereo unspecified)
 : -0.7	0.9	·	-0.5	-4	4	1	1.2	0	-2
COc1cccc(OC)c1NC(=O)C1CCCN1C(=O)NCc1ccccc1 (stereo unspecified)
 : 1.5	0.9	-7	0.0	-3	-2	0.9	-0.2	-5	1
COCC(=O)Nc1cc(C(=O)Nc2cccc(C)c2C)ccc1Cl
 : 2.3	1	·	-0.3	-8	-3	1	-1.8	-6	-8
O=C(CN1CCOCC1)Nc1ccc(OCc2ccccc2)cc1
 : 1.4	1	·	-0.1	-8	0	1.1	0.5	2	-1
Cc1cc(C)nc(N(C#N)CN2C(=O)c3ccccc3S2(=O)=O)n1
 : 1.1	1	-40	-0.3	-7	2	1	2.0	-2	-6
CC(=O)Cn1c2ccccc2n2nc(CCC(=O)O)c(=O)nc12
 : 0.8	1	-13	-0.1	-11	-7	1	-0.3	-6	-7
COc1cccc(NC(=O)CSc2nnc3cc(C)nc(N)n23)c1
 : 1.9	0.9	1	-0.3	0	-3	0.9	-0.9	-5	0
S=C(NCCc1ccccc1)Nc1ccccc1N1CCOCC1
 : -0.7	0.8	3	-0.3	-10	43	0.8	-0.1	0	-5
Oc1nc(Nc2cccc(Cl)c2)sc1/C=C1\C=Nc2ccccc21
 : 3.0	0.9	-34	-0.1	-25	-3	0.9	0.4	-1	-2
O=C(CCc1ccc(S(=O)(=O)NCCc2ccccc2)cc1)Nc1ccc2c(c1)OCCO2
 : 6.0	0.9	11	-0.5	-11	2	1	0.3	-2	-2
COc1ccccc1CNC(=O)Cc1ccc(Br)cc1
 : 0.4	0.9	-11	-0.1	-19	-2	1	-0.7	0	-4
COCCN(C(=O)CSc1ncc(C(F)(F)F)cc1Cl)c1c(N)n(Cc2ccccc2)c(=O)[nH]c1=O
 : 1.9	0.9	1	-0.1	-13	-7	0.9	-0.3	8	-4
CCOc1ccc(CCNC(=O)CCc2nc(-c3ccc(OC)cc3)no2)cc1OCC
 : 1.8	1	·	-0.2	-3	0	1	-0.1	2	-2
COc1ccc(Cc2noc(CN3CCN(Cc4csc(C)n4)CC3)n2)cc1OC
 : -0.6	1	-12	-0.5	-6	2	1	-1.4	-4	-4
COc1ccccc1N1CCN(c2cc(=O)n(Cc3ccc(F)cc3)c(=O)[nH]2)CC1
 : 5.7	0.9	2	-0.2	-8	-6	0.8	-0.5	-5	-1
O=C(NCC1COc2ccccc2O1)c1cc2ccccc2o1 (stereo unspecified)
 : 3.4	1	·	-0.3	-7	-9	1	1.6	-5	-1
C#CC1(NC(=O)NC(C)(C)C)CCCCC1
 : 0.1	1	-4	-0.4	-8	-1	1.1	-1.5	2	-7
COC(=O)C(C)Sc1nc2c(c(=O)n(C)c(=O)n2C)n1CCC(C)C (stereo unspecified)
 : 1.5	1.1	1	-0.3	-6	-2	1	0.7	-4	-5
N#CCC(=O)c1sccc1-n1cccc1
 : 1.0	1.2	-23	-0.3	-11	-3	0.6	0.5	-5	-3
CCC(=O)Nc1ccc(C(=O)OCc2ccc(Cl)c(Cl)c2)cc1
 : 4.2	0.9	-1	-0.5	-17	65*	1	-0.3	3	-3

Next section.
Order of values: RAM inhibit	PMI act	S1P3 antag	Hsp70 act	TNAP inh no acc	L major viab	PMI act hi M6P	Redox H2O2 prof	HMGR II inh	TNAP inh hi DEA
COC(=O)COc1ccc(S(=O)(=O)N2CCCCCC2)cc1
 : 1.1	1.1	-4	0.1	-1	-4	1	0.0	3	1
COc1ccc2nc(SCC(=O)N3CC(=O)Nc4ccccc43)c(C#N)cc2c1
 : 2.1	1	·	0.2	4	30	1	-0.1	1	-3
Cc1cn(C(=O)c2ccccc2)c(=S)n1-c1ccc(Br)cc1
 : 4.6	0.9	·	0.0	-8	17	0.9	0.6	0	-2
Cc1ccc2nc(NC(=O)C3CCCN(S(=O)(=O)c4cnc[nH]4)C3)sc2c1 (stereo unspecified)
 : 0.0	1	-6	-0.2	0	-2	1	-0.5	-2	-5
Cc1cccc2c1OCC/C2=N\NC(=O)COc1ccccc1
 : 1.8	1	·	-0.1	1	-5	1	-1.9	-1	3
O=C(c1ccc(S(=O)(=O)N2CCCCC2)cc1)N1CCN(c2ccccc2F)CC1
 : 1.7	0.9	-3	-0.3	0	3	0.9	0.4	-3	-1
Cc1onc(-c2ccccc2)c1C(=O)n1cc(Br)cn1
 : 1.2	1	·	0.6	-5	-8	1	-2.8	-2	0
CC1CCN(S(=O)(=O)c2cccc(C(=O)N(Cc3ccccc3)c3ccccn3)c2)CC1
 : 1.4	1	-2	-0.1	4	2	0.9	-0.6	0	-3
O=C(OCc1nnc(-c2ccccc2)o1)c1cn(-c2ccccc2)nc1-c1ccccc1
 : 3.3	1	·	-0.2	-11	30	0.9	3.5	-4	-10
Nc1ccc(C2(c3ccc(N)cc3)C(=O)Nc3ccccc32)cc1
 : 1.5	1	·	-0.3	0	-6	1	-9.4	-11	-5
CC(=O)c1c(C)[nH]c(C(=O)NC2=NCCS2)c1C
 : 0.9	0.9	-7	-0.5	3	0	0.9	2.2	-12	-2
CC1(C)CN=C(N2CCN(c3ncnc4sc5c(c34)CCCC5)CC2)S1
 : 0.7	0.9	7	-0.1	-6	100*	0.9	-2.3	-3	-1
CCC(C(=O)Nc1sc(C(N)=O)c(C)c1C(=O)OC)c1ccccc1 (stereo unspecified)
 : 2.5	0.9	17	-0.4	-5	24	1	-0.1	0	-1
CC(=O)c1cc(-c2ccc(F)cc2)n(CC(=O)NCc2cccs2)c1C
 : 2.2	1.1	-1	-0.1	-4	-4	1.1	3.3	-2	-6
COc1ccc(S(=O)(=O)N2CCCC2C(=O)Nc2ccc(C)cc2)cc1 (stereo unspecified)
 : 0.1	0.9	·	-0.5	-14	3	1	2.7	-2	-6

High-throughput results as filed in PubChem BioAssay.

The order is random; any-hit rate near 12%.
